ADAM10 inh: inhibitors of human ADAM10. recombinant ADAM10, EDANS/DABCYL FRET peptide cleavage, 3 h. inhibition, % at 7 µM. actives 0.62% (n = 370,000);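 active = inhibition above a per-campaign cutoff equal to the mean of compounds falling between control-based bounds plus 3 SD, cut at about 20% in these data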;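 also: 0% = DMSO wells while the 100% control is not disclosed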
sPLA2-III inh: Blocks human group III sPLA2 activity. Q9NZ20. QFRET BODIPY PC-A2 liposome hydrolysis, fluorescence. inhibition, % at 12.2 µM. actives 0.56% (n = 370,000);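 active = inhibition above mean plus 3 SD of compounds lying within the high and low control bounds, cut at about 19% in these data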;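 also: 0% = median of test compound wells and 100% = no enzyme DMSO wells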
rCAG RNA binder: r(CAG) repeat RNA binding. TO-PRO-1 dye displacement fluorescence. inhibition, % at 3 µM. actives 1.3% (n = 370,000). AID 651821;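 active = inhibition above the plate cutoff, the mean of all test compounds on that plate plus 3 SD, cut at about 35% in these data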;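 also: 0% = DMSO alone and 100% = 100 µM mitoxantrone as full dye displacement; higher means more dye released from RNA so lower well fluorescence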
GAA850 FXN act: increases GAA850 frataxin promoter reporter activity. actives 0.56% (n = 360,000). activation, % at 6 µM. HEK293 lucGAA850 FXN promoter luciferase reporter, 24 h; percent of 10 µM SAHA response;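 active = activation above the average of all compounds screened plus 3 SD, cutoff fixed separately per campaign, cut at about 7.5% in these data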;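 also: 0% = DMSO wells and 100% = 10 µM SAHA wells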
ASAP1 GAP inh: blocks human ASAP1-stimulated Arf1 GTP hydrolysis; GDP FP detection; inhibition, % at 16.5 µM; Q9ULH1; AID 624377; actives 0.19% (n = 360,000); in the data active = inhibition above about 25%;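 also: 0% = vehicle with enzyme and substrate and 100% = no enzyme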
NPR2 activator: GC-B (human) receptor activation | actives 0.11% (n = 370,000) | P20594 | activation, % at 10 µM | AID 1920062 | HEK293-GC-B cells, CNP EC30, cGMP TR-FRET; 0% at EC30 CNP, 100% saturating CNP;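 active = activation at 10 µM reaching about 35% in either raw or pattern-adjusted values, limit read from the data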
Target sequence (P20594 whole entry, looked up): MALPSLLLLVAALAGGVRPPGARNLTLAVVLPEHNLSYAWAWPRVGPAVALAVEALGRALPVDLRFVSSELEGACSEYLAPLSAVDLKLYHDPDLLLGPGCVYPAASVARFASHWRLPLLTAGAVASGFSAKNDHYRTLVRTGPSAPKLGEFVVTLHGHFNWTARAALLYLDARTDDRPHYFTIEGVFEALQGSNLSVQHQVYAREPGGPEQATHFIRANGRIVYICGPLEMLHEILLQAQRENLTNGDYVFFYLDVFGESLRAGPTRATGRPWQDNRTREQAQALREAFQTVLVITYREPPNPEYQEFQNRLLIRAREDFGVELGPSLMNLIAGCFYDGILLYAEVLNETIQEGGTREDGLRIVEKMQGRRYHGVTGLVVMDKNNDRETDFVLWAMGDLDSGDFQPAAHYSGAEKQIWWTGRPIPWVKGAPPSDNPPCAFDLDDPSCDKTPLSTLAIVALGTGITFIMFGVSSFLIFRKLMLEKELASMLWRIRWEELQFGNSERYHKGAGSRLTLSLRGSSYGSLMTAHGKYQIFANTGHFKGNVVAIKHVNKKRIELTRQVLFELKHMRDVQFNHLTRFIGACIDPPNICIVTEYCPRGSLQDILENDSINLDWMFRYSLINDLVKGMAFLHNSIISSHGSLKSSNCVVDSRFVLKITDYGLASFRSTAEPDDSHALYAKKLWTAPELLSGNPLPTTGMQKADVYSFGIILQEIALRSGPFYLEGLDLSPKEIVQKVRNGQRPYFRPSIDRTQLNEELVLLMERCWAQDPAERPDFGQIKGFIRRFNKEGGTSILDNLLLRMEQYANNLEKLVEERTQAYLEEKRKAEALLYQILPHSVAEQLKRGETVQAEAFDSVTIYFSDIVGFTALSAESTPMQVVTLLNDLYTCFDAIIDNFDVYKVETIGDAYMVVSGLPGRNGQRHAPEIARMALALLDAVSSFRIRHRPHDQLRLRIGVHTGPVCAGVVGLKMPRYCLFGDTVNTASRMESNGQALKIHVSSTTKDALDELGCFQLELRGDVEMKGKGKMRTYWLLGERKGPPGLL
ARFGAP1 inhibitor: inhibits rat ARF GTPase activating protein 1 | Q62848 | Arfgap1-stimulated ARF1 GTP hydrolysis, GDP FP detection | inhibition, % at 16.5 µM | actives 0.26% (n = 360,000);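 active = inhibition above a per-plate limit, mean inhibition of low control wells plus 3 SD, cut at about 25% in these data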;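 also: 0% = DMSO wells with enzyme and 100% = wells lacking Arfgap1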
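material = rat Arfgap1 catalytic domain, aa 1-136 | also added = human ARF1(Δ1-17)-GTP substrate | compound dosing = one concentration, 16.5 µM, DMSO 1.26% | times = GTP hydrolysis reaction 2 h at 25 °C | measured by = FP, GDP Alexa 633 tracer displaced from anti-GDP antibody, 620/688 nm | evaluation = percent inhibition of Arfgap1-stimulated GTP hydrolysis | replication = single well per compound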
DDE Tn6 FP inh: inhibitors of Tn6 peptide binding to human fibrin DD(E) | P02675 | Fibrin DD(E) TRITC-Tn6 fluorescence polarization displacement | inhibition, % at 8.3 µM | actives 0.21% (n = 370,000);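 active = inhibition above a per-campaign cutoff: mean of compounds within control limits plus 3 SD, cut at about 15% in these data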;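 also: 0% = median of all compound wells on the plate and 100% = blocking peptide control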
KLK7 zymogen act: activators of human kallikrein-7 zymogen | activation, % at 7 µM | purified proKLK7, EDANS-DABCYL substrate fluorescence; 100% is mature enzyme control, 0% vehicle | AID 652039 | P49862 | actives 0.9% (n = 370,000);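 active = activation above the mean of all tested compounds plus 3 SD, computed per campaign excluding outliers beyond control limits, cut at about 13% in these data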
GC-A act: GC-A (human) enzyme activation | P16066 | HEK293 GC-A cells, cGMP TR-FRET, EC30 ANP; 0% at EC30 ANP, 100% saturating ANP | activation, % at 10 µM | actives 0.14% (n = 370,000) | AID 1671463; in the data active = activation above about 40%
An asterisk follows results filed as active; / = not tested or not shown.

entry	Compound	ADAM10 inh	sPLA2-III inh	rCAG RNA binder	GAA850 FXN act	ASAP1 GAP inh	NPR2 activator	ARFGAP1 inhibitor	DDE Tn6 FP inh	KLK7 zymogen act	GC-A act
1	Cc1nn(CCCC(=O)Nc2nccs2)c(C)c1[N+](=O)[O-]	-224	5	-3	0.6	-4	3	0	3	0.1	0
2	O=C(C[C@H]1CC[C@H](NC(=O)Nc2ccccc2F)[C@@H](CO)O1)NCc1ccc(-c2ccccc2)cc1	3	-1	2	/	2	3	-2	1	0.0	0
3	CCc1noc(C)c1C(=O)Nc1cccc(S(=O)(=O)N2CCCCCC2)c1	-6	-10	-8	3.1	7	3	4	0	0.9	3
4	CCC(=O)NC(=S)NNC(=O)c1ccc(NC(=O)c2ccccc2)cc1	6	6	-1	2.0	4	1	5	-10	-0.8	-2
5	Nc1cccc(OCCCCCOc2cccc(N)c2)c1	0	6	9	-0.2	-2	1	14	-1	0.2	2
6	CCOc1ccc2oc(C(=O)N(CCOC)c3c(N)n(CC(C)C)c(=O)[nH]c3=O)c(C)c2c1	-5	-1	3	0.7	-4	6	-7	-5	0.3	3
7	COc1ccc(NC(=O)CN(C)C(=O)c2cn(-c3ccccc3)nc2-c2cccnc2)cc1	-2	-3	-2	-0.3	2	-3	-3	5	0.2	3
8	O=C(CN(C(=O)c1csnn1)c1cccc2c1CCCC2)NCc1ccc(F)cc1	3	-5	-2	-1.3	-11	-3	-3	-6	0.6	1
9	COc1ccc(Cl)cc1-c1cc(C(=O)Nc2ccc(C(C)(C)C)cc2)[nH]n1	0	-10	12	2.5	4	5	-4	-7	0.3	0
10	O=C(O)c1[nH]c2ccccc2c1CC(=O)N1CCN(c2ccccc2)CC1	0	-3	10	2.8	-6	-1	11	-3	0.3	-1
11	CNCC(=O)O	0	-2	2	0.9	11	1	-13	6	0.7	2
12	Cc1cccc(C(=O)OCC(=O)c2ccc3c(c2)OCCO3)c1O	-8	-4	3	3.4	0	3	-4	7	-1.6	0
13	Cc1csc(N/N=C/c2c(F)cccc2Cl)n1	11	11	12	1.4	-13	0	0	-4	-0.3	5
14	CCCOP(=O)(c1ccc(N(C)C)cc1)C(O)c1ccc(Br)cc1 (stereo not drawn)	2	-3	-10	2.0	1	-16	11	13	0.3	-25
15	COc1ccc(-n2c(=O)cc(N3CCN(c4ccccc4F)CC3)[nH]c2=O)cc1	-2	7	1	-0.3	10	5	-2	4	0.6	1
16	Cc1ccccc1NC(=O)N(C)[C@H]1C[C@H]2c3[nH]c4c(-c5ccc6c(c5)OCO6)cccc4c3CCN2C(=O)[C@H]1[C@H](C)O	-19	-2	5	/	-5	-8	7	-3	0.9	-2
17	C=CCCC1CN(Cc2ccc(OC)cc2)S(=O)(=O)c2c(NCc3cc(OC)c(OC)c(OC)c3)cccc2O1 (stereo not drawn)	-5	-12	10	/	7	-2	5	6	-5.0	1
18	O=C(COc1cc(Cl)ccc1Cl)Nc1nnc(CC(=O)N2CCOCC2)s1	-4	-5	3	1.3	9	-5	0	3	0.6	2
19	CCOC(=O)c1[nH]c2ccccc2c1NC(=O)c1ccc(S(=O)(=O)N2CCCC2)cc1	-53	-20	5	1.2	0	2	-13	-1	8.7	0
20	CCn1c(SCC(=O)N2CCC(C)CC2)nnc1-c1ccc(S(=O)(=O)N2CCN(C)CC2)cc1	-14	-4	-11	2.5	4	5	6	6	0.0	2
21	CCOC(=O)[C@]12CCC=C1N(Cc1ccccc1)C(=O)[C@H](CC(=O)N1CCCCC1)C2	1	7	0	/	0	-7	-5	1	0.4	1
22	O=C1CCC(C(=O)Nc2ccccc2N2CCCC2)=NN1	-14	10	4	-0.4	-1	-5	-4	-5	-0.2	3
23	Cc1c(NC(=O)c2c(F)c(F)c(F)c(F)c2F)c(=O)n(-c2ccccc2)n1C	5	2	1	0.6	-10	4	-12	1	0.1	0
24	O=C(Nc1cccc(C(F)(F)F)c1)Nc1nnc([C@@H]2C[C@H](O)[C@@H](CO)O2)s1	7	-21	9	-2.7	-2	-4	8	3	-0.1	1
25	Cc1ccc(S(=O)(=O)NNC(=S)Nc2c(Cl)cccc2Cl)cc1	1	15	5	0.6	-6	3	7	1	0.0	3
26	Cc1ccc(NS(=O)(=O)c2ccc3c(c2)NC(=O)CO3)cc1Cl	0	-30	10	-0.7	-5	-3	16	-1	-0.5	-4
27	CC(=O)Nc1ccc(N(C(=O)c2cnccn2)C(C(=O)NC2CCCCC2)c2ccc(F)cc2)cc1 (stereo not drawn)	9	2	2	2.0	0	-2	-16	5	0.5	2
28	COc1ccc(/C=N/NC(=O)c2c(C)nc3ccccn23)cc1[N+](=O)[O-]	2	-4	-3	-1.9	-5	-3	5	10	0.0	-6
29	O=C1c2ccc(Br)cc2C(=O)N1c1ccc(Cl)cn1	-7	-3	0	1.2	-8	-1	8	-6	-0.6	-2
30	COc1ccc(C)cc1NC(=O)CN1C(=O)CSc2ccc(S(=O)(=O)N3CCCC3)cc21	11	-2	0	0.1	3	-1	4	3	0.6	-6

Nos. 13 to 27 of the list above:
entry	Compound	ADAM10 inh	sPLA2-III inh	rCAG RNA binder	GAA850 FXN act	ASAP1 GAP inh	NPR2 activator	ARFGAP1 inhibitor	DDE Tn6 FP inh	KLK7 zymogen act	GC-A act
13	Cc1csc(N/N=C/c2c(F)cccc2Cl)n1	11	11	12	1.4	-13	0	0	-4	-0.3	5
14	CCCOP(=O)(c1ccc(N(C)C)cc1)C(O)c1ccc(Br)cc1 (stereo not drawn)	2	-3	-10	2.0	1	-16	11	13	0.3	-25
15	COc1ccc(-n2c(=O)cc(N3CCN(c4ccccc4F)CC3)[nH]c2=O)cc1	-2	7	1	-0.3	10	5	-2	4	0.6	1
16	Cc1ccccc1NC(=O)N(C)[C@H]1C[C@H]2c3[nH]c4c(-c5ccc6c(c5)OCO6)cccc4c3CCN2C(=O)[C@H]1[C@H](C)O	-19	-2	5	/	-5	-8	7	-3	0.9	-2
17	C=CCCC1CN(Cc2ccc(OC)cc2)S(=O)(=O)c2c(NCc3cc(OC)c(OC)c(OC)c3)cccc2O1 (stereo not drawn)	-5	-12	10	/	7	-2	5	6	-5.0	1
18	O=C(COc1cc(Cl)ccc1Cl)Nc1nnc(CC(=O)N2CCOCC2)s1	-4	-5	3	1.3	9	-5	0	3	0.6	2
19	CCOC(=O)c1[nH]c2ccccc2c1NC(=O)c1ccc(S(=O)(=O)N2CCCC2)cc1	-53	-20	5	1.2	0	2	-13	-1	8.7	0
20	CCn1c(SCC(=O)N2CCC(C)CC2)nnc1-c1ccc(S(=O)(=O)N2CCN(C)CC2)cc1	-14	-4	-11	2.5	4	5	6	6	0.0	2
21	CCOC(=O)[C@]12CCC=C1N(Cc1ccccc1)C(=O)[C@H](CC(=O)N1CCCCC1)C2	1	7	0	/	0	-7	-5	1	0.4	1
22	O=C1CCC(C(=O)Nc2ccccc2N2CCCC2)=NN1	-14	10	4	-0.4	-1	-5	-4	-5	-0.2	3
23	Cc1c(NC(=O)c2c(F)c(F)c(F)c(F)c2F)c(=O)n(-c2ccccc2)n1C	5	2	1	0.6	-10	4	-12	1	0.1	0
24	O=C(Nc1cccc(C(F)(F)F)c1)Nc1nnc([C@@H]2C[C@H](O)[C@@H](CO)O2)s1	7	-21	9	-2.7	-2	-4	8	3	-0.1	1
25	Cc1ccc(S(=O)(=O)NNC(=S)Nc2c(Cl)cccc2Cl)cc1	1	15	5	0.6	-6	3	7	1	0.0	3
26	Cc1ccc(NS(=O)(=O)c2ccc3c(c2)NC(=O)CO3)cc1Cl	0	-30	10	-0.7	-5	-3	16	-1	-0.5	-4
27	CC(=O)Nc1ccc(N(C(=O)c2cnccn2)C(C(=O)NC2CCCCC2)c2ccc(F)cc2)cc1 (stereo not drawn)	9	2	2	2.0	0	-2	-16	5	0.5	2

(further entries)
entry	Compound	ADAM10 inh	sPLA2-III inh	rCAG RNA binder	GAA850 FXN act	ASAP1 GAP inh	NPR2 activator	ARFGAP1 inhibitor	DDE Tn6 FP inh	KLK7 zymogen act	GC-A act
31	O=C(NC(=S)Nc1ccc2c(c1)OCCO2)c1cccc2ccccc12	19	-6	1	4.4	2	4	8	1	-0.4	-4
32	O=C(Nc1ccc(NC(=O)c2ccccc2Br)cc1)c1ccccc1	-3	1	4	2.4	-5	-2	-14	-5	-0.1	-1
33	C[C@@H]1CC[C@H](Cc2ccc(-n3cccc3)cc2)N1C(=O)OC(C)(C)C	2	-10	0	-2.0	-2	-1	3	2	-0.7	1
34	CCOc1ccc(C2C(C#N)=C(N)Oc3cc(C)n(CCN4CCOCC4)c(=O)c32)cc1OCC (stereo not drawn)	-3	-1	-2	-0.2	6	0	4	-4	-0.4	0
35	Cc1cccc(-n2cc(C(=O)O)c(=O)cc2C)c1	4	4	1	1.4	9	2	-4	1	0.2	-1
36	Cc1cc(C(=O)COC(=O)c2ccc[nH]c2=O)c(C)n1CCc1ccc(F)cc1	1	3	4	0.9	-12	-2	7	-8	-0.6	-4
37	OC(CSc1ccccc1Cl)CN1CCN(c2ccccc2F)CC1 (stereo not drawn)	8	-9	-3	2.1	14	-12	-8	-3	0.6	4
38	CCS(=O)(=O)CCSc1nc2ccccc2s1	-4	1	3	-0.3	-11	6	-7	-3	0.2	9
39	CCN1CCCC1CNC(=O)c1cc([N+](=O)[O-])c(N(C)C)cc1OC (stereo not drawn)	-3	9	1	1.4	-3	3	-1	0	-0.1	-4
40	O=C(Nc1c(-c2ccccc2)[nH][nH]c1=O)c1ccco1	-10	9	2	/	-5	4	2	2	0.5	6
41	N#CCC(=O)Nc1ccc(C(=O)OC(C(=O)Nc2ccc([N+](=O)[O-])cc2Br)c2ccccc2)cc1 (stereo not drawn)	6	-41	31	2.8	17	-2	11	-5	-0.5	-9
42	Cc1ccc(S(=O)(=O)CCSc2n[nH]c(=O)n2-c2ccc3c(c2)OCCO3)cc1	-6	1	-2	0.0	-8	-3	6	-9	-0.1	-5
43	CCN(CC)C(=O)C1CCCN(Cc2cccc(Cl)c2)C1 (stereo not drawn)	-18	18	1	0.8	7	-3	3	-8	0.5	-3
44	CC(C)(C)c1ccc(OCCCC(=O)Nc2nnc(C3CC3)s2)cc1	-4	-2	2	-1.4	-4	-1	12	-3	0.5	1
45	CCCn1c(=O)c(C(=O)NNC(=O)c2ccc(Cl)cc2Cl)c(O)c2ccccc21	-4	8	1	0.2	-1	0	-8	-7	-0.2	1
46	CCCc1[nH]n(-c2ccc([N+](=O)[O-])cc2)c(=O)c1C=NCCCn1ccnc1	2	-17	-1	1.8	10	0	9	2	0.3	2
47	COc1ccccc1OCCn1cc(/C=C(\C#N)C(=O)NCc2ccco2)c2ccccc21	-5	0	4	0.1	13	-20	0	0	-60	-21
48	CCN(c1cccc(C)c1)S(=O)(=O)c1ccc(OC)c([N+](=O)[O-])c1	-3	7	-1	-1.2	-11	-1	-3	-1	-0.3	0

Compounds were not picked by outcome. Share with any hit: about 4.5%.
